ALOX12 inh: blocks human arachidonate 12S-lipoxygenase; P18054; purified 12hLO, xylenol orange hydroperoxide absorbance; Potency, µM (doses to about 108 µM), inactives show at the highest dose activity change, negative = inhibition, hits mostly inhibitors; hit rate 1.1% among 580,000; active = well fitted inhibition curve with a large enough effect; inconclusive = small, poorly fitted or top-dose-only effect, or another doubt; inactive = no such curve, though single readings can be large or run the other way
Target sequence (P18054 whole entry, looked up): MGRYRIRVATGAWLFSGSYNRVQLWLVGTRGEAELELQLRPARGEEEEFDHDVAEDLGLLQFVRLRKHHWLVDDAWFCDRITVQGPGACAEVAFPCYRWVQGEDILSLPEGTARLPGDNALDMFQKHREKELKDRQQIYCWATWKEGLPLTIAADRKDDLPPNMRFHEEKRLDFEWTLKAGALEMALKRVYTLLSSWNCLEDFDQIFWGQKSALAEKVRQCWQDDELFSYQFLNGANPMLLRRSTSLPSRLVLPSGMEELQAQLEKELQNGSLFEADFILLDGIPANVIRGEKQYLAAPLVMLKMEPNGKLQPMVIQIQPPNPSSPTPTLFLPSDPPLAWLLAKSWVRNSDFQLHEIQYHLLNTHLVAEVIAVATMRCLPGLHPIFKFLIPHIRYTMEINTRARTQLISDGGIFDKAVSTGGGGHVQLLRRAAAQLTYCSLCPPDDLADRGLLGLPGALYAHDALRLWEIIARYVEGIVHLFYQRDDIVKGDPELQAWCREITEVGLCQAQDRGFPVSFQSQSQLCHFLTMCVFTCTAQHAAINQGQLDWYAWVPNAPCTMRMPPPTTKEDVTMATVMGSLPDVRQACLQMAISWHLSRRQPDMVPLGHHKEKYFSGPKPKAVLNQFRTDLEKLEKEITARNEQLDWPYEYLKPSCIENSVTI
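Hydroperoxide product was detected by ferrous iron/xylenol orange as the 573 to 405 nm absorbance ratio. Arachidonic acid at 40 uM (final) was turned over for 30 min at room temperature by 150 nM human 12hLO, pH 7.0 Hepes buffer, after 15 min compound preincubation.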
Starred values were filed as active, the others as inactive; ? = inconclusive; [ ] = another dose, or the depositor's remark. % is scaled to controls: 0 for no effect and ±100 for the full control effect; potency is read from the fitted curve at half-maximal effect.

SMILES | ALOX12 inh
Cc1cc(S(=O)(=O)N2CCC(n3cnnc3C3CC3)CC2)ccc1Cl | 3%
COCC1CN(C(C)=O)CC12CCN(C(=O)c1ccccc1OC)CC2 (stereo not drawn) | -4%
CNCC#CCOc1ccc(OC)cc1 | ?
O=C1N(c2ccccc2)CCOC12CCN([S+](=O)([O-])c1cccnc1)CC2 | 3%[176 µM]
O=C(C1CC1)N1CCC2(CC1)C(=O)NCN2Cc1ccc(Cl)cc1 | 30%
O=C1Nc2ccccc2CC12CCN2Cc1ccsc1 (stereo not drawn) | -10%[176 µM]
CCCCCCCCCCCCCCCCN1CCCC1 | ?
O=C(COC(=O)COc1ccccc1F)Nc1ncc(C(F)(F)F)cc1Cl | ?
CCOc1ccc2c(c1)C(NC(C)=O)C(=O)N2CCOc1ccccc1 (stereo not drawn) | ?
O=C1NCCOCCCN(C(=O)Nc2ccc3c(c2)OCCO3)[C@H]2CCCC[C@@H]12 | 21%
O=C(NC1CCCCC1)C1(c2cccc(Cl)c2)CCC1 | -6%
COc1ccc(S(=O)(=O)NC2CCN(C(=O)Nc3cc(Cl)ccc3OC)CC2)cc1 | ?
FC(F)(F)c1cccc(C2=NOC3(CCCN(Cc4cccs4)C3)C2)c1 (stereo not drawn) | -8%
O=C(O)C1CCN(C(=O)c2ccoc2)CC1 | -1%
N#Cc1cccc(NC(=O)CCCNC(=O)C2CC2)c1 | ?
CCCN(Cc1cc2cccc(C)c2[nH]c1=O)C(C)=O | 39%[activator]
Cn1c(=O)c2c(ncn2Cc2csc(C(C)(C)C)n2)n(C)c1=O | 10%
N#Cc1ccc(/C=C2\Oc3cc(O)ccc3C2=O)cc1 | 14%
CCCN(CC1CCOC1)C(=O)Nc1c(F)cccc1F (stereo not drawn) | 51%[activator]
COc1ccc(-c2noc([C@@H](C)NC(=O)c3ccc4c(c3)OCO4)c2C(=O)O)cc1 | 7%[176 µM]

Molecules listed so far with a carbonyl joined to an NH by a bond outside any ring (8):
SMILES | ALOX12 inh
O=C(COC(=O)COc1ccccc1F)Nc1ncc(C(F)(F)F)cc1Cl | ?
CCOc1ccc2c(c1)C(NC(C)=O)C(=O)N2CCOc1ccccc1 (stereo not drawn) | ?
O=C1NCCOCCCN(C(=O)Nc2ccc3c(c2)OCCO3)[C@H]2CCCC[C@@H]12 | 21%
O=C(NC1CCCCC1)C1(c2cccc(Cl)c2)CCC1 | -6%
COc1ccc(S(=O)(=O)NC2CCN(C(=O)Nc3cc(Cl)ccc3OC)CC2)cc1 | ?
N#Cc1cccc(NC(=O)CCCNC(=O)C2CC2)c1 | ?
CCCN(CC1CCOC1)C(=O)Nc1c(F)cccc1F (stereo not drawn) | 51%[activator]
COc1ccc(-c2noc([C@@H](C)NC(=O)c3ccc4c(c3)OCO4)c2C(=O)O)cc1 | 7%[176 µM]

Other results follow.
SMILES | ALOX12 inh
O=C(C(Sc1nc2ccccc2o1)c1ccccc1)N1CCCCC1 (stereo not drawn) | -13%
COc1cccc(CNC(=O)CN2C(=O)N(c3ccc(C(C)C)cc3)S(=O)(=O)c3ccccc32)c1 | 20%
O=C(N/N=C/c1ccsc1)c1ccncc1 | 1%
O=c1c2c(n(Cc3cccnc3)n1CCc1ccccc1)CN(CC1CC1)CC2 | -6%[176 µM]
COC(=O)C1=C(C(=O)c2ccc(C)cc2)C(c2ccc(C(C)C)cc2)n2nnnc2N1 (stereo not drawn) | -4%
CCn1c(COc2ccc(Cl)cc2C)n[nH]c1=S | 14µM*
CCC(C)NC(=O)c1ccc(-c2ccc(N3CCSCC3)nc2)cc1 (stereo not drawn) | 33%[activator]
CC(C)(C)c1nnc(Nc2cc(Cl)ccc2Cl)[nH]c1=O | 1%
COc1ccc(CC(=O)N2CCc3nc(-c4cccnc4)[nH]c3C2)cc1 | 34%
CCOC(=O)C(NC(=O)Cc1c[nH]c2ccccc12)C(=O)OCC | -28%
COCCNC(=O)c1cc(-c2ccccn2)nc2ccccc12 | 3%
Cc1oc2ccn(Cc3ccccc3F)c(=O)c2c1C(=O)N1CCN(c2ccccc2)CC1 | 8%
CN1C(=O)CC(C(=O)O)C12CCN(Cc1cncs1)CC2 (stereo not drawn) | 13%
O=C(CN1C(=O)C(c2ccccc2)=NC12CCCCCC2)NC1CCCC1 | 25%
CCN(CC)Cc1cnc2c(C(=O)Nc3ccc(OC)cc3)cnn2c1 | 49%[activator]
COc1ccc(Cn2cnc3cnc(-c4cc(OC)c(OC)c(OC)c4)cc32)cc1OC | 1%
CC(c1cccs1)N(C)Cc1ccccc1F (stereo not drawn) | 56%[activator][176 µM]
Cc1ccccc1CNC(=O)COC(=O)c1cc2ccccc2[nH]1 | ?
Cc1ccc(-c2nn(Cc3ccccc3)cc2C(=O)N2CCN(CCO)CC2)cc1 | 9%
O=C1CCN(S(=O)(=O)c2ccccc2)CCCC(C(=O)NCCc2ccncc2)CCN1 (stereo not drawn) | 26%
Cc1cc(Cn2cc3c4c(cccc42)[C@H](CC(C)C)N[C@H](C(=O)NCCN2CCOCC2)C3)no1 | 52%[activator]
Cc1nc(C#N)c(N2CCN(C(=O)CN(C)C(C)C(C)C)CC2)o1 (stereo not drawn) | 7%
CC(=O)NCCNC(=O)CSc1nc(C2CC2)nc2ccccc12 | 9%
COc1ccccc1CCNC(=O)CSc1nc(Cl)nc2nc[nH]c12 | 4%
Cn1cc([C@]2(O)C(=O)Nc3ccc(F)cc32)c2ccccc21 | 20%
O=C(O)c1cc(-c2ccccc2)nc2cc(Br)ccc12 | ?
O=C(NCCS(=O)(=O)N1CCN(c2cccc(Cl)c2)CC1)c1cccc(C(F)(F)F)c1 | 2%
CCc1ccc2c(c1)C(O)(CC(=O)c1ccc(F)cc1)C(=O)N2 (stereo not drawn) | ?
Cc1ccc2cc(C(=O)NCCN(C(C)C)C(C)C)[nH]c2c1 | -30%
COc1ccc(Nc2nc(COC(=O)c3ccc4c(c3)C(=O)N(C)C4=O)cs2)cc1 | 6%
O=C(NCCc1noc(-c2ccccc2)n1)C1COc2ccccc2C1 (stereo not drawn) | 6%
O=C1CN(C(=O)c2cc3cc(Cl)ccc3[nH]2)CCN1 | ?
NC(=O)CNC(=O)C1=C[C@@H](NC(=O)NC2CCCCC2)[C@@H](O)[C@H](O)C1 | -18%[176 µM]
Cc1ccccc1CN(C)C(C)C(=O)NCc1cccs1 (stereo not drawn) | 13%
CCc1c(C(=O)Nc2ccc(C)cc2)cnn1-c1ccc(OC)nn1 | 19%
CCOc1ccc(NC(=O)COc2ccc(CC)cc2)c2cccnc12 | -25%
Cc1cc(C)nc(S[C@H]2C[C@@H](C(=O)N3CCN(c4ccccc4F)CC3)N(Cc3ccccc3C(F)(F)F)C2)n1 | -15%
COc1ccc(CNc2ncncc2-c2ccccc2OC)c(OC)c1 | ?
CCn1cc2c3c(cccc31)CN(C(=O)COc1ccc(F)cc1)CC2 | 17%
COc1ccccc1C1CN(Cc2cnn(C)c2)Cc2ccccc2O1 (stereo not drawn) | 7%

Look-ups from the entries so far:
ALOX12 inh with `O=C(NCCS(=O)(=O)N1CCN(c2cccc(Cl)c2)CC1)c1cccc(C(F)(F)F)c1` = 2%
ALOX12 inh with `CCOc1ccc(NC(=O)COc2ccc(CC)cc2)c2cccnc12` = -25%
ALOX12 inh with `Cc1nc(C#N)c(N2CCN(C(=O)CN(C)C(C)C(C)C)CC2)o1` (stereo not drawn) = 7%

Next structures
SMILES | ALOX12 inh
COc1ccc(S(=O)(=O)N2CCC(C(=O)Nc3ccccc3Cl)CC2)c2cccnc12 | 7%
CC1CCCN(C(=O)c2coc(COc3cccc(F)c3F)n2)C1 (stereo not drawn) | 15%
COc1cc(C(=O)NC2CCCc3ccccc32)ccc1C (stereo not drawn) | 0%
O=C1CO[C@H]2CN(C3CCC3)C[C@H]2N1Cc1ccc(OC(F)(F)F)cc1 | ?
CCn1nc(-c2ccc(C)c(S(=O)(=O)NCc3ccccc3C)c2)c2c(c1=O)CCCC2 | 4%
CN1C(=O)c2cccn2CC1CNS(=O)(=O)c1ccc(F)cc1 (stereo not drawn) | ?
COc1cc(/C=C(\C#N)C(=O)C(C)(C)C)ccc1OCc1c(Cl)cccc1Cl | -5%
CN(Cc1nc2ccccc2o1)Cc1ccccc1Cl | 7%
CSc1cccc(NC(=O)CN2C(=O)NC3(CCC(C)CC3)C2=O)c1 (stereo not drawn) | 0%
O=C(CSc1cnc2ccccc2n1)OCc1cccc2ccccc12 | -27%
O=C(NCc1ccncc1)c1cc(CN2CCC(Cc3ccccc3)CC2)on1 | 53%[activator]
C[S+](=O)([O-])N1CC2(CCCN(C3CCCCC3)C2)Cc2ccccc21 (stereo not drawn) | 0%[6.33 µM]
CCCCc1cnc2c(c1SCC(N)=O)c(=O)n(C)c(=O)n2C | -2%
Cc1nnc([C@@H]2CC(F)(F)CN2C(=O)c2ccco2)o1 | 22%
CCN(CC)S(=O)(=O)N(C)CC1COc2ccccc2O1 (stereo not drawn) | 28%
COC(=O)N/N=C/c1ccccc1OCC(=O)O | 3%
COC(=O)C[C@@H]1OC[C@H](C)N1S(=O)(=O)c1ccc(C)cc1 | 9%
O=C(O)C1Cc2c([nH]c3ccccc23)C(c2coc3ccccc3c2=O)N1 (stereo not drawn) | 18%
O=C(Nc1ccc(Cl)cc1Cl)c1ccccc1-c1ccccc1 | -5%
O=C(Cc1n[nH]c(=O)c2ccccc12)Nc1ccccc1O | 18%
O=C1CCCC2=C1C(c1ccc(Cl)cc1)n1nc(-c3cccnc3)nc1N2 (stereo not drawn) | 13%
CCOc1ccccc1CN1CCN(c2ccnc(N)n2)CC1CCO (stereo not drawn) | 40%[activator]
O=C(CN1C(=O)NC(c2ccccc2Cl)C2=C1COC2=O)NCc1ccccc1Cl (stereo not drawn) | 30%[activator]
COc1ccc(CC(=O)N2CCC3(CC2)CC(O)CCO3)cc1 (stereo not drawn) | 20%
Cc1c(CC(=O)NCc2ccc(F)cc2)c(=O)oc2c(C)c(O)ccc12 | 13%
COc1ccc(CNC(=O)c2sc(-c3ccc(C)cc3)nc2C)cc1 | -30%
C/C=C/Cn1c(NCCO)nc2c1c(=O)[nH]c(=O)n2C | -1%
COc1ccc(NC(=O)c2nn(-c3ccccc3)ccc2=O)c(OC)c1 | ?
Cc1ccc(CSc2nc3c(c(=O)[nH]c(=O)n3C)n2C(C)C)cc1 | ?
CNC(=O)Nc1ccc(C)n(CC(=O)NCc2cccc(Cl)c2)c1=O | 18%
O=C(O)CCC(=O)N1Cc2ccccc2CC2(CCCN(Cc3ccncc3)C2)C1 (stereo not drawn) | 9%[6.33 µM]
O=C(CN1C(=O)NC2(CCS(=O)(=O)CC2)C1=O)Nc1ccc(F)cc1F | 14%
CCCCc1nc2sc3c(NCCO)ncnc3c2c2c1CCC2 | 34%[activator]
O=C(Cc1ccc(F)cc1)NCc1nnc2c(-c3nc(C4CC4)no3)cccn12 | 61%[activator]
O=C1COCC2(CN1)CN(C(=O)c1ccc(Cl)cc1)C2 | -5%[176 µM]
COc1ccccc1N1CCN([C@H]2[C@@H]3OC[C@@H](O3)[C@@H](NCc3ccc(N(C)C)cc3)[C@@H]2O)CC1 | 66%[activator]
COc1ccc(NC(=O)C2(n3cnnn3)CCCCC2)cc1 | 44%[activator]
CN(CC(=O)N(Cc1ccco1)CC(F)(F)F)C1CCCc2ccccc21 (stereo not drawn) | -41%
Cc1cccc2[nH]c(CO)nc12 | 12%
O=C(c1cccnc1)N1CCCC1c1nc(CCOCC2CC2)no1 (stereo not drawn) | 4%
CC1(COc2ccccc2)COc2ccc(C(=O)NCCOc3ccccc3)cc2N1 (stereo not drawn) | -15%[176 µM]
COc1cc(CN2CCN(S(=O)(=O)c3ccc(C)cc3)CC2)cc(OC)c1O | -24%
CCc1ccc(C(C)NC(=O)c2ccc3c(c2)N(S(=O)(=O)c2ccccc2)CC3)cc1 (stereo not drawn) | 13%
COc1ccc(CNC(=O)c2ccccc2C(F)(F)F)cc1C(=O)O | -29%
CN1CCN(CC2CNCCO2)CC1 (stereo not drawn) | 39%[activator]
CCc1nc(-c2c3n(c(=O)n(CC(=O)OC)c2=O)CCCC3)no1 | 18%
CCCC1(CO)CCCN(Cc2ccc(OCC(=O)N3CCCC3)cc2)C1 (stereo not drawn) | 21%
CCC(/C=C/[C@@H](C)[C@H]1CCC2C3CC=C4C[C@@H](O)CC[C@]4(C)C3CC[C@@]21C)C(C)C (stereo partly drawn) | -28%
Cc1cn2nc(C(=O)Nc3ccc(F)cc3)cc2c(N(C)Cc2ccccc2)n1 | 23%
Cn1cc(-c2ccc(F)cc2)c2nc(CO)cn2c1=O | ?
O=C(CSc1nc2ccccc2s1)c1cccc(C(F)(F)F)c1 | -1%
Cc1ccc(S(=O)(=O)N(Cc2ccccc2)c2nc3nc(C)cc(C)n3n2)cc1 | 7%
O=C(NCc1ccccc1Cn1cccn1)c1ccc2cccc(F)c2n1 | 9%
CCC1=Nc2ccccc2N=C(NC(=O)c2ccc(OC)cc2)C1c1ccc(OC)c(OC)c1 (stereo not drawn) | 0%
Cc1cc(SCc2ccccc2F)nc2ccccc12 | 8%
CC1Cc2cc(C(=O)N3CCC4(CCC(=O)N(C)C4)CC3)ccc2O1 (stereo not drawn) | 21%
Cc1cc(C)cc(C(=O)N2CCN(c3cc(-c4ccc(Cl)cc4)[nH]n3)CC2)c1 | 29%
CC1CCCC(NC(=O)c2cc3c(Cl)nc4ccccc4c3s2)C1C (stereo not drawn) | -52%
CCCN(C)Cc1ccc(C(=O)OC)cc1 | 2%

Assay outcomes: PubChem, National Center for Advancing Translational Sciences (NCATS)

A portion of the library (hit frequency here may not be typical).
